Screening results deposited in PubChem by several laboratories.
Yfh1-depleted yeast – enhancers of respiration in Yfh1-depleted yeast, dose response, Friedreich's ataxia, plus single-dose screen (AID 1465) | 0.074% of 220,000 active | one-dose fold induction at 50 µM; EC50 in µM for titrated hits | S. cerevisiae Yfh1-off respiration, WST-1 reduction, 72 h; higher fold induction means a stronger effect;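 active = fold induction of absorbance versus untreated yeast above a set limit, then at least 30% activation at any dose in follow-up; inconclusive = repeats straddling the limit, or above it without dose testing; inactive = fold induction below the set limit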;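 also: activators that raise dye reduction in frataxin-depleted yeast; strong numbers were not always called active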
NS5 inhibitors – Dengue-2 NS5 methyltransferase inhibitors, primary screen, biochemical, confirmation dose response (AID 588689); 0.3% of 340,000 active; Genome polyprotein (Dengue virus type 2 (strain 16681-PDK53)); inhibition, % at 25 µM, or IC50 in µM where a hit was titrated; Dengue-2 NS5 methyltransferase capping enzyme assay, biochemical; higher % means a stronger effect; in the data active = a potency from the dose series; inconclusive = inhibition above about 29% without an active follow-up result
HIV fusion peptide – inhibitors of HIV fusion peptide binding, primary screen, biochemical, uHTS, fluorescence dequenching (AID 1986). cell-free peptide binding, fluorescence dequenching, 30 min; higher % means a stronger effect. inhibition, % at 20 µM, or IC50 in µM where a hit was titrated. 0.3% of 290,000 active; in the data active = inhibition mostly above about 52%, no sharp cut-off; inactive = mostly below about 76%; also: some results filed as inactive read as strong as hits
KOR beta-arrestin-1 – KOR agonists, beta-arrestin recruitment, primary screen, cell-based, luminescence, uHTS (AID 1777); Kappa-type opioid receptor (Homo sapiens); KOR beta-arrestin recruitment, luminescence; higher % means a stronger effect; activation, % at 10 µM; hits with a dose series show EC50 in µM; 0.02% of 280,000 active; in the data active = activation above about 50%, passing the limit was not always enough; also: a part of the inactive calls stands beside numbers as strong as those of hits
NOD1 inhibition – NOD1 signaling inhibitors, primary screen, cell-based, luminescence, uHTS (AID 1578); 1% of 290,000 active; inhibition, % at 4 µM; hits with a dose series show EC50 in µM; NOD1-driven NF-kB luciferase reporter cells, luminescence; higher % means a stronger effect; in the data active = inhibition mostly above about 36%, no sharp cut-off; inactive = mostly below about 34%;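 also: HEK-293T reporter cells stimulated with the NOD1 agonist gamma-tri-DAP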
HEK293 NOD2/NF-kB – NOD2 signaling inhibitors, cell-based, luminescence, uHTS, HEK293 (AID 1566) | inhibition, % at 4 µM; hits with a dose series show EC50 in µM | 0.63% of 290,000 active | HEK293 NOD2/NF-kB luciferase reporter, luminescence; higher % means a stronger effect; also: many of its hits are not listed in these tables
KOR beta-arrestin-2 – KOR antagonists, beta-arrestin recruitment, cell-based, luminescence, uHTS (AID 1778); inhibition, % at 10 µM, or IC50 in µM where a hit was titrated; KOR beta-arrestin recruitment, luminescence, antagonist mode; higher % means a stronger effect; Kappa-type opioid receptor (Homo sapiens); 0.091% of 290,000 active; also: strong numbers were not always called active
West Nile virus CPE – West Nile virus antiviral activity, cell-based, CPE readout (AID 1621) | West Nile virus-infected cells, CPE inhibition; higher % means a stronger effect | 0.02% of 290,000 active | CPE inhibition, % at 10 µM; hits with a dose series show IC50 in µM; in the data active = a potency from the dose series; inconclusive = CPE inhibition mostly from about 3.7% at the one dose, without a potency; inactive = the rest, 99 in 100 with CPE inhibition below about 2.2%; also: strong numbers were not always called active
AID2073 – inhibitors of Mint1-CaV2.2 protein interaction, biochemical, HTRF (AID 2073) | Voltage-dependent N-type calcium channel subunit alpha-1B (Homo sapiens) | HTRF protein-protein interaction, Mint1-CaV2.2; higher % means a stronger effect | inhibition, % at 20 µM, or IC50 in µM where a hit was titrated | 0.19% of 290,000 active; in the data active = inhibition mostly above about 51%, no sharp cut-off; inconclusive = no clear call, values can overlap the other calls; inactive = mostly below about 53%; also: some results filed as inactive read as strong as hits
NS5 inhibitors pilot replicate – recorded beside NS5 inhibitors, whose call it bears; inhibition, %; measured here: pilot screen replicate inhibition
* marks the source's active call; other numbers are inactive results; i = inactive; ? = inconclusive; / = not tested or not shown; [ ] = another dose, or the depositor's remark. Rule as the data show it, unless noted: active = inhibition above about 50%; inactive = the rest.

SMILES	Yfh1-depleted yeast	NS5 inhibitors	HIV fusion peptide	KOR beta-arrestin-1	NOD1 inhibition	HEK293 NOD2/NF-kB	KOR beta-arrestin-2	West Nile virus CPE	AID2073	others
Cc1occc1C(=O)NNC(=O)c1cccc(F)c1	i	-4%	0.5%	-4.4%	-28%	3%	6%	0.7%	6%
COC(=O)c1ccc(NC(=O)CSc2nnc(COc3ccc4c(c3)CCCC4)o2)cc1	i	-4%	-0.5%	3.6%	-15%	-23%	-42%	-0.5%	15%
CCOC(=O)C(CC)Sc1ccc2nnc(-c3cccnc3)n2n1 (configuration not stated)	i	3%	1.0%	-6.4%	-8%	-10%	16%	0.2%	18%
Cc1cccc(NC(=O)Cc2noc3ccccc23)c1C	i	-8%	0.1%	1.5%	-22%	-2%	-6%	-0.2%	-1%
C=CCN1CC(c2nc3ccccc3n2CCOc2ccccc2)CC1=O (configuration not stated)	i	-3%	-1.3%	-6.7%	-2%	-30%	-25%	-0.3%	0%
O=C(c1ccc2ccccc2c1)N1CCN(c2ccc(C(F)(F)F)cn2)CC1	i	-1%	-0.9%	-3.9%	13%	22%	-29%	-0.3%	42%
Cc1ccc(Cl)cc1NC(=O)N[C@@H](C)C(=O)O	i	-6%	2.3%	-0.3%	-14%	-2%	-24%	0.2%	-3%
COC(=O)Cn1nc(C)c2ccccc2c1=O	i	-4%	2.7%	-3.9%	-41%	-4%	34%	0.5%	14%
COc1cc2c(cc1OC)C(C)N(S(=O)(=O)c1cn(C)cn1)CC2 (configuration not stated)	i	/	-1.8%	1.2%	-12%	-12%	7%	-0.1%	8%
CC(=O)N1CCN(Cc2nc3cc(NC(=O)NC4CCCCC4)ccc3n2C)CC1	i	-9%	-0.3%	-0.9%	-46%	-10%	-21%	-0.2%	7%
CC(NC(=O)C(=O)NCCN1CCN(C(=O)c2ccc([N+](=O)[O-])cc2)CC1)c1ccccc1 (configuration not stated)	/	-3%	0.5%	7.4%	21%	-11%	-47%	-0.6%	5%
CCCn1c(=O)[nH]c(=O)c2c1nc(-c1ccccc1OC(F)F)n2CCOC	i	2%	1.0%	8.2%	-9%	-2%	8%	0.6%	-6%	NS5 inhibitors pilot replicate=-1.2
O=C(Cc1csc(-c2ccccc2)n1)NCc1ccco1	i	-2%	-1.1%	3.0%	-27%	-6%	-29%	0.8%	3%
O=C(O)c1ccn(Cn2cnc3ccccc32)n1	i	-3%	-1.0%	3.8%	0%	13%	-26%	0.1%	7%
Cc1cccc(C)c1-n1nnnc1C(C)(C)N1CCN(N=O)CC1	i	2%	-2.5%	7.1%	-8%	15%	16%	0.7%	49%
O=[N+]([O-])c1ccc2nonc2c1Nc1ccccc1	/	-2%	-0.4%	-1.1%	-29%	5%	-3%	0.0%	0%
CCCOc1ccc(C(=O)NNC(=S)NC(=O)c2ccco2)cc1	i	1%	15%	-5.3%	-3%	15%	35%	-0.9%	-25%
COc1cc2oc(=O)c(Br)c(C)c2c(OC)c1OC	i	-3%	-5.5%	5.2%	-33%	5%	10%	0.1%	32%
Cc1ccc(N(C(=O)C(F)(F)F)C(C(=O)NC2CCCCC2)c2cccs2)cc1C (configuration not stated)	i	-6%	0.5%	-1.7%	6%	10%	3%	-1.2%	7%
CCN(CC)CCn1c(NC(=O)c2ccc(C(F)(F)F)cc2)nc2ccccc21	i	1%	0.4%	/	-52%	-4%	/	-0.6%	15%
CCOc1ccc(C(=O)c2nc3c(n2O)CCCCC3)cc1	/	2%	3.7%	-4.7%	0%	11%	-11%	/	-6%
COc1ccccc1C(=O)Nc1nnc(S(=O)(=O)N2CCCCCC2)s1	/	-4%	2.6%	-4.1%	-26%	28%	-25%[20 µM]	-0.6%	5%
COc1ccc(CCCc2nnc(SCC(=O)Nc3cc(C)c(C)cc3Br)o2)cc1	i	3%	6.6%	25%	-52%	1%	7%	-0.5%	6%	NS5 inhibitors pilot replicate=-0.9
Cc1cccc(NC(=S)NNC(=O)c2csc3c2CCCC3)c1	i	-7%	1.2%	-2.1%	-22%	-10%	20%	1.5%	-6%
O=C(CSc1nnc(-c2ccccc2O)o1)Oc1ccc(OCc2ccccc2)cc1	i	3%	2.1%	0.6%	-76%	-25%	-2%	?	43%

The list goes on.
SMILES	Yfh1-depleted yeast	NS5 inhibitors	HIV fusion peptide	KOR beta-arrestin-1	NOD1 inhibition	HEK293 NOD2/NF-kB	KOR beta-arrestin-2	West Nile virus CPE	AID2073	others
Cc1nc(CNS(=O)(=O)c2cccc(F)c2)cs1	i	-1%	-2.4%	-3.3%	2%	-5%	-7%	0.1%	15%
O=C(CCCO)N/N=C/c1ccccc1[N+](=O)[O-]	i	1%	0.5%	3.1%	-23%	5%	-43%	0.6%	-1%
CC(C)NC(=O)CSc1nc(-c2cccs2)cc(-c2ccccc2)c1C#N	i	0%	-1.8%	-2.1%	6%	-19%	-21%	-0.3%	16%
NC(=O)Cc1ccc(Nc2nnc(-c3ccccc3)c3ccccc23)cc1	i	-1%	-0.3%	4.0%	-11%	-3%	47%	-0.3%	11%
CCOc1ccc(S(=O)(=O)Nc2cccc(OC)c2)cc1	i	2%	-1.2%	-3.9%	34%	26%	-44%	-1.1%	-10%
Cc1nc(N2CCCCC2)sc1C(=O)c1cccc([N+](=O)[O-])c1	i	1%	-1.3%	-3.2%	-27%	6%	-12%[20 µM]	-0.9%	-3%
CCCOc1ccc(C(=O)NCC(c2cccs2)N(C)C)cc1OC (configuration not stated)	i	-2%	2.0%	1.8%	-12%	-21%	-12%	-0.3%	33%
Cn1c(SCC(=O)c2ccc3c(c2)OCCO3)nnc1C1CC1	i	-2%	2.0%	-1.2%	-19%	-9%	-8%	0.2%	-20%
CC1=C(C(=O)NC2CCCCC2C)C2(CCC(C)CC2)OC1=O (configuration not stated)	i	-3%	-1.4%	-3.4%	0%	13%	18%	-0.2%	12%
CC(=O)Nc1ccc(Sc2ncccc2C(=O)Nc2ccc(OC(F)(F)F)cc2)cn1	i	-2%	1.3%	3.7%	29%	1%	-5%	0.2%	?
O=C(O)C1Cc2ccccc2CN1C(=O)CCl (configuration not stated)	i	0%	5.4%	-1.9%	-35%	2%	-2%	-0.7%	-5%
COc1cc(NC(=O)CSc2nnnn2-c2ccccc2)cc(OC)c1OC	i	3%	0.1%	-6.5%	-7%	5%	14%	0.8%	16%
NC(=O)C1(N2CCCCC2)CCN(Cc2ccc(F)cc2)CC1	i	-3%	0.3%	-9.4%	-4%	-13%	20%	0.8%	-8%
NC(=O)C1CCN(CC(=O)Nc2nccs2)CC1	/	-2%	0.6%	-2.3%	-34%	-4%	-18%[20 µM]	-0.4%	2%
COc1cccc(/C(O)=C2/C(=O)C(=O)N(c3ccccn3)C2c2ccc(OC)c(OC)c2)c1 (configuration not stated)	i	-2%	4.2%	-2.2%	22%	13%	4%	-0.1%	26%
CCOc1ccccc1-n1c(SCC(=O)NC2CCCC2)nnc1-c1ccoc1C	i	-7%	-1.1%	-1.5%	-4%	9%	29%	-0.4%	-6%
COc1ccc(Nc2nc(C)cc(C)n2)cc1Cl	/	1%	2.2%	-4.0%	-44%	-13%	-9%	-1.3%	7%
CCOC(=O)N1CCN(C2OC(=O)c3ccccc32)CC1 (configuration not stated)	/	-3%	-1.9%	-3.0%	-12%	-11%	-8%	/	-10%
COC(=O)CSc1nnc(CNC(=O)c2ccco2)n1-c1ccc(F)cc1	i	-6%	2.5%	0.8%	-1%	2%	2%	0.4%	3%
COc1ccccc1-c1cc(-c2ccccc2)nc(SCC(=O)O)c1C#N	/	17%	19%	-4.5%	58%	-1%	-17%	-0.6%	12%
CC(C)OC(=O)C1=C(N)N2C(=O)CSC2=C(C(=O)OC(C)C)C1	i	-27%	19%	1.2%	-19%	6%	-2%	0.2%	-25%
O=C(N=C1SCC(=O)N1c1ccccc1)c1ccco1	i	-9%	5.6%	-6.4%	-64%	-53%	-41%	-0.1%	1%
CC1=Nc2ccc(C)cc2/C1=C/c1c(N)n2c(S(=O)(=O)C(C)C)nsc2nc1=O	i	/	53%	1.0%	-28%	9%	-36%	0.0%	25%
Cc1ccsc1C(=O)N1CCC(CO)(Cc2ccccc2)CC1	i	-5%	-0.8%	/	-10%	11%	-13%[20 µM]	-0.8%	12%
COc1ccc(NC(=O)N2CCC(n3cnc4ccccc43)CC2)cc1	i	-11%	-0.7%	4.9%	13%	7%	-36%	-1.0%	0%

By substructure: the entries above containing a nitro group on carbon
SMILES	Yfh1-depleted yeast	NS5 inhibitors	HIV fusion peptide	KOR beta-arrestin-1	NOD1 inhibition	HEK293 NOD2/NF-kB	KOR beta-arrestin-2	West Nile virus CPE	AID2073	others
CC(NC(=O)C(=O)NCCN1CCN(C(=O)c2ccc([N+](=O)[O-])cc2)CC1)c1ccccc1 (configuration not stated)	/	-3%	0.5%	7.4%	21%	-11%	-47%	-0.6%	5%
O=[N+]([O-])c1ccc2nonc2c1Nc1ccccc1	/	-2%	-0.4%	-1.1%	-29%	5%	-3%	0.0%	0%
O=C(CCCO)N/N=C/c1ccccc1[N+](=O)[O-]	i	1%	0.5%	3.1%	-23%	5%	-43%	0.6%	-1%
Cc1nc(N2CCCCC2)sc1C(=O)c1cccc([N+](=O)[O-])c1	i	1%	-1.3%	-3.2%	-27%	6%	-12%[20 µM]	-0.9%	-3%

Following part:
SMILES	Yfh1-depleted yeast	NS5 inhibitors	HIV fusion peptide	KOR beta-arrestin-1	NOD1 inhibition	HEK293 NOD2/NF-kB	KOR beta-arrestin-2	West Nile virus CPE	AID2073	others
COc1ccc(C(=O)c2nc3c(n2O)CCCC3)cc1OC	i	-11%	4.1%	1.0%	9%	14%	-76%	-0.1%	3%
CC(C)CN(CC(C)C)S(=O)(=O)N1CCC(C(=O)NCc2ccccn2)CC1	i	-1%	0.2%	1.2%	42%	15%	14%	0.0%	12%
Cn1nccc1CNC(=O)c1c(Cl)cnn1C	i	0%	-3.3%	-0.9%	-20%	5%	-6%	1.2%	7%
CC1(C)C(C=C(Cl)Cl)C1C(=O)N1CCN(c2ccccc2)CC1 (configuration not stated)	i	-3%	0.8%	-1.9%	-23%	-24%	27%	-0.8%	-6%
COc1cccc(-c2nn(C)c3sc(C(=O)N4CCN(c5ccccc5)CC4)cc23)c1	i	1%	-2.6%	3.6%	5%	19%	-50%	-0.7%	10%
CCOC(=O)C(C)N1C(=O)S/C(=C/c2cc(C)n(-c3ccccn3)c2C)C1=O (configuration not stated)	i	-1%	13%	2.1%	-15%	-26%	-16%	-0.1%	1%
Cc1ccc(C(=O)NCc2ccco2)c(C)c1	/	-3%	2.9%	-1.6%	-18%	-3%	-10%[20 µM]	-0.3%	1%	NS5 inhibitors pilot replicate=-2.1
O=C(Nc1ccc(-c2nnc3n2CCCCC3)cc1)c1ccco1	i	1%	0.4%	8.4%	-19%	-16%	-9%	-0.3%	-2%
O=C(N/N=C/c1cccs1)c1n[nH]c2c1CCC2	i	-4%	-1.6%	-3.6%	-9%	-50%	15%	0.4%	1%
COc1ccccc1/C=N\Nc1ccccc1[N+](=O)[O-]	i	5%	-2.7%	-2.2%	-2%	-143%	34%	0.4%	-10%

An excerpt (hit frequency here may not be typical).
